Screens (PubChem)
IkB signaling = IkB Signaling; ABC-DLBCL IkBa-CBG/CBR dual luciferase ratio, 4 h; response scale: scaled: untreated 0%, proteasome inhibitor 100%; Potency, µM (top dose mostly 57.1 µM), for inactives: top-dose IkBa stabilization activation; 110,000 tested, 0.04% active; active means well fitted curve in the direction sought with a large enough effect in the signal ratio, not every such curve was filed as active; inconclusive means small, poorly fitted or top-dose-only effect, or a change in a side signal; the % refers to the signal ratio;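 further: the direction sought is a rising ratio; 0% = basal untreated cells and 100% = reference inhibitor full response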
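Curves were fitted separately to fusion (green), unfused (red) and ratio luminescence, then classed by r2, magnitude and activity. Cells: OCI-Ly3, 4 h compound plus doxycycline at 37C; 10 uM MG-132 defined full response.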
Peg3 imprint = qHTS Assay for Compounds that Induce Erasure of Genomic Imprints | mouse ES Peg3-LacZ reporter, beta-gal luminescence, 40 h | Potency, µM (doses to about 60.7 µM), for the others: top-dose activity change, positive = activation, most hits filed as activators | 110,000 tested, 0.02% active;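 further: 0% = negative control wells on the plate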
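Readout: BetaGlo luminescence (5 min, room temp) for LacZ from the normally silent maternal Peg3 allele in female Peg3LacZ-Neo ES cells. Cells 300/well, 40 h, 37C, 5% CO2. Data normalized per plate to negative controls.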
p53ts 39C kill = qHTS Screen for Compounds that Selectively Target Cancer Cells with p53 Mutations: Cytotoxicity of p53ts Cells at the Nonpermissive Temperature. H1299-p53A138V viability at 39C, ATP luminescence, 24 h. Potency, µM (top dose mostly 46.1 µM), without a hit: top-dose activity change, negative = cell killing, usual class: cytotoxic. 130,000 tested, 1.5% active. AID 902, 2007; further: nearly all actives have a fitted effect of over 55% in size
p53ts 32C kill = qHTS Screen for Compounds that Selectively Target Cancer Cells with p53 Mutations: Cytotoxicity of p53ts Cells at the Permissive Temperature; 130,000 tested, 0.93% active; Potency, µM (titrated, usually from 46.1 µM), for inactives: at the top dose activity change, negative = cytotoxicity, most hits filed as cytotoxic; H1299-p53A138V at 32C, ATP luminescence viability, 24 h;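 further: 0% = DMSO and -100% = full killing by reference compound; nearly all actives have a fitted effect of over 55% in size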
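Viability by ATPlite luminescence after 24 h compound treatment (up to 46 uM) at the permissive 32C. Cells are H1299 carrying p53 A138V. Scale runs from DMSO basal to 100 uM tamoxifen as full kill; AC50 from Hill fits.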
The depositor's hits bear a star; ? = inconclusive; · = not tested or not shown; & = joins results of further samples; [ ] = remark or other dose. Unless noted, the call rests on the fitted dose curve; in most records, active means well fitted curve in the direction sought with a large enough effect; inconclusive means small, poorly fitted or top-dose-only effect, or another doubt; inactive means no such curve, though single readings can be large; an effect the other way counts as inactive or inconclusive. Unless noted, on the % scale 0 is the no-effect control and ±100 the full control effect; potency means the concentration at half of the fitted maximal effect. Not all compounds are listed (hit frequency here may not be typical).

SMILES | IkB signaling | Peg3 imprint | p53ts 39C kill | p53ts 32C kill
CC[C@@H](CO)NC(=O)[C@H]1C=C2c3cccc4c3c(cn4C)C[C@H]2N(C)C1 | 0.0% | -10.0%&-8.4% | -5.7% | -1.9%
Cc1cccc(C)c1OCC(=O)Nc1ccc(Cl)cc1C(=O)c1ccccc1 | 4.6% | -5.1%[10.9 µM] | -8.5% | 5.3%
COc1ccc(OC)c(NC(=O)Cn2cc(C(=O)c3ccccc3)c3ccccc32)c1 | ? | -7.2%[10.9 µM] | -6.9% | -9.5%
CCCSc1nc(O)c(CC)c(=O)n1C(C)CC (stereo not drawn) | 0.0% | -3.3% | 14.9% | -0.5%
CN1CCN(c2ncnc3ccc(Br)cc23)CC1 | -0.3% | -12.7% | 4.7% | 1.1%
CC(C)=CCOc1c2occc2cc2ccc(=O)oc12 | · | -3.1% | -11.7% | 10.8%
C[C@]1(C(=O)O)CCC[C@]2(C)c3cc(O)ccc3CC[C@@H]12 | · | -9.1% | 2.5% | -2.1%
O=C1CN=C(c2ccccc2)c2cc(Cl)ccc2N1Cc1ccc(Cl)cc1 | -1.1% | -11.3%[10.9 µM] | 8.5% | 0.3%
Nc1ccccc1-c1ccccc1 | -1.9% | -0.1% | -15.1% | 1.1%[1.84 µM]
CCOc1ccc2[nH]c(=O)c(CN(CCO)C3(c4nnnn4C4CCCCC4)CCCCC3)cc2c1 | 2.7% | -4.9% | 0.5% | 1.2%
O=P1(Nc2cccnc2)COc2ccccc2OC1 | 1.8% | -1.6% | 13.3% | -3.6%
COc1ccc(Cl)cc1NC1=NCC(C)S1 (stereo not drawn) | ? | -15.8% | -3.1% | 7.2%
CNP(=S)(NC)OCCOc1ccc(OC)cc1 | -1.0% | -1.8% | 15.4% | -3.6%
O=C(COc1ccccc1[N+](=O)[O-])N1CCN(CCc2ccccn2)CC1 | ? | -18.5%[10.9 µM] | -7.3% | 4.8%
Cc1ccc(-c2nnc(Nc3ccc(O)cc3)c3ccccc23)cc1S(=O)(=O)N1CCOCC1 | ? | -5.0%[10.9 µM] | 16.8% | 21.0%
C[C@@H](Cc1cccc(C(F)(F)F)c1)NCCCc1ccccc1 | ? | -23.3% | 25.1µM* | -5.0%
[O]=[Cd] | 11.3% | -5.4% | -3.8% | 1.7%[1.84 µM]
CN1C(=O)C(Cc2cccc3ccccc23)C(=O)N(C)C1=O | 3.9% | -5.7% | 2.4% | -7.4%
N[C@@H](Cn1oc(=O)[nH]c1=O)C(=O)O | -0.1% | 7.4%&0.7% | -17.7% | -9.3%
CCOc1ccc(CN(CCc2ccc3c(c2)OCO3)Cc2cccc(Br)c2)cc1 | 5.1% | -11.2%[10.9 µM] | -12.6% | -4.4%
COc1ccc(-c2oc3cc(OC)ccc3c(=O)c2O)cc1 | · | -20.9% | ? | 7.7%
Fc1ccc2c(c1)nnn2C1CCN(Cc2nnnn2C2CCCCC2)CC1 | 1.0% | -9.5% | 4.7% | 3.6%
Cc1ccc(Cn2nnnc2CN2CCC(n3nnc4cc(C(F)(F)F)ccc43)CC2)cc1 | ? | -15.1% | 1.3% | 28.4%
O=S(=O)(c1ccccc1)N1CN2CCN(C2)C1 | 8.7% | -3.2% | 3.4% | -2.1%

Entries of single compounds from above:
O=C(COc1ccccc1[N+](=O)[O-])N1CCN(CCc2ccccn2)CC1 as listed: IkB signaling = ?; Peg3 imprint = -18.5%[10.9 µM]; p53ts 39C kill = -7.3%; p53ts 32C kill = 4.8%
CCOc1ccc(CN(CCc2ccc3c(c2)OCO3)Cc2cccc(Br)c2)cc1 as listed: IkB signaling = 5.1%; Peg3 imprint = -11.2%[10.9 µM]; p53ts 39C kill = -12.6%; p53ts 32C kill = -4.4%
[O]=[Cd] as listed: IkB signaling = 11.3%; Peg3 imprint = -5.4%; p53ts 39C kill = -3.8%; p53ts 32C kill = 1.7%[1.84 µM]

Following part.
SMILES | IkB signaling | Peg3 imprint | p53ts 39C kill | p53ts 32C kill
O=C(C1CCCN(c2nnc(-n3cccc3)s2)C1)N1CCC2(CC1)OCCO2 (stereo not drawn) | -0.9% | -17.0% | -2.0% | -13.8%
CCC(=NCC1CCCO1)c1c(O)n(-c2ccc(Cl)cc2)c(=O)[nH]c1=O (stereo not drawn) | 1.2% | -11.3% | 4.4% | 0.1%
CCCCCc1cc(O)cc(O)c1 | 1.1% | -6.7% | -11.6% | 8.3%[1.84 µM]
CCOC(=O)c1cn2nc(OP(=S)(OCC)OCC)cc2nc1C | 0.9% | · | -1.0% | 3.9%
CC(=O)c1cccc(NC2=NCC(C)S2)c1 (stereo not drawn) | -2.9% | -19.1% | -4.9% | 8.9%
CCCCC(=O)C1C(=O)NC(=O)NC1=O | -0.1% | -1.1% | 9.6% | 0.1%
Nc1cccc2ccccc12 | 6.3% | 1.6% | -4.1% | 3.6%[1.84 µM]
C[C@@]12CC[C@H](O)C[C@@H]1CC[C@H]1[C@H]2CC[C@@]2(C)[C@@H](C3=CC(=O)OC3)CC[C@]12O | ? | -3.6%[16.8 µM] | ? | -28.4%[20.6 µM]
CCOc1cc(-c2nc3c(C)cccn3c2NCC2CCCO2)ccc1O (stereo not drawn) | 4.9% | -7.1% | -7.0% | -8.0%
COC(=O)/C(C)=C\CC12OC(C)(C)C3CC(C=C4C(=O)c5c(OC)c6c(c(CC=C(C)C)c5OC431)OC(C)(CCC=C(C)C)C=C6)C2=O (stereo not drawn) | · | -42.2%[inhibitor] | 6.31µM* | 3.98µM*
CC(C)=CCCC1(C)C=Cc2c(O)c3c(c(CC=C(C)C)c2O1)OC12C(=CC4CC1C(C)(C)OC2(C/C=C(/C)C(=O)O)C4=O)C3=O (stereo not drawn) | · | -34.4%[inhibitor] | 6.31µM* | 3.98µM*
c1ccc2sc(C3CCCNC3)nc2c1 (stereo not drawn) | -1.8% | -77.0%[inhibitor] | -2.3% | -5.4%
Cc1ccc(Cl)cc1N1CCN(C(=O)C2CCC(CNS(=O)(=O)c3cccs3)CC2)CC1 (stereo not drawn) | ? | -11.0%[10.9 µM] | -0.2% | 37.8%[activator]
CC(C)Oc1ccc(C(=O)Nc2ccc3c(c2)CCCN3C(=O)c2cccs2)cc1 | ? | -11.2%[10.9 µM] | -22.4% | ?
CN(C(=O)Cc1ccc(Cl)c(Cl)c1)[C@H](CN1CCCC1)c1ccccc1 | ? | -11.4% | ? | -27.4%
C[C@@H](COc1ccccc1)N(CCCl)Cc1ccccc1 | 0.8%[25.6 µM] | -9.5%[16.8 µM] | -4.3%[20.6 µM] | 2.4%[20.6 µM]
CC(C)(OOC(C)(C)c1ccccc1)c1ccccc1 | -2.2% | ? | -1.4% | 5.5%[1.84 µM]
Cc1ccccc1-c1nn2c(=O)cc(CN3CCN(C(=O)COc4ccccc4Cl)CC3)nc2s1 | ? | 0.7%[10.9 µM] | -5.6% | 4.3%
N=C(N)c1c(O)n(C2CCCCC2)c(=O)n(C2CCCCC2)c1=O | -6.7% | -34.9%[inhibitor] | -20.0% | -21.7%
O=C1OCCN1P(=O)(c1ccccc1)c1ccccc1 | 2.1% | 5.3% | 6.3% | -1.0%
O=P(O)(O)/C=C(\Cl)c1ccccc1 | 0.1% | 1.4% | -0.3% | 3.2%
CCN(CC)P(=O)(Oc1cccc(C)c1)N(CC)CC | 2.4% | -8.4% | 0.9% | 10.0%
CCOc1ccc2nc(N3CCC(C(=O)Nc4ccc(Br)cc4F)CC3)sc2c1 | ? | -8.8%[10.9 µM] | ? | -8.6%
COc1ccc2c(c1O)-c1c(OC)c(OC)cc3c1[C@H](C2)N(C)CC3 | -0.1%[11.4 µM] | -6.7% | -8.6% | 1.6%
Cc1ccc2c(c1)CC1(CN2C)C(=O)NC(=O)N(CCC2=CCCCC2)C1=O (stereo not drawn) | 2.5% | -6.1% | 4.7% | -2.3%
CN(CCc1ccc(Cl)c(Cl)c1)[C@H]1CCCC[C@H]1N1CCCC1 | ? | -4.4% | -22.2% | -10.8%
CCOc1ccccc1-n1c(O)c(C=NCCCN(CC)CC)c(=O)[nH]c1=O | -0.3% | -28.5% | -21.0% | -15.7%
CCNC(=O)C1OC(n2cnc3c(N)ncnc32)C(O)C1O (stereo not drawn) | · | · | -10.1% | 5.3%
Cc1cc(N2C(=O)C3CCCN3C2c2sccc2C)no1 (stereo not drawn) | -1.8% | 2.1% | 1.6% | 10.7%
CCC12CN3CC(CC)(CN(C1)C3c1c(C)[nH]c(=O)[nH]c1=O)C2=O (stereo not drawn) | 1.1% | 4.8%[10.9 µM] | -12.2% | 1.7%
COc1cc(C2c3cc4c(cc3C(O)[C@H]3COC(=O)C23)OCO4)cc(OC)c1OC (stereo partly drawn) | · | -33.2%&-25.9%[inhibitor] | 3.5%&-8.0% | 7.3%&-2.3%
OCCCCO | 0.3% | -0.1% | -4.4% | -0.2%[1.84 µM]
c1ccc2c(c1)CCNC2 | 2.2% | -2.5% | -2.1% | -14.7%[1.84 µM]
O=C(Nc1ccc2c(c1)OCCO2)c1cccn(Cc2cccc(F)c2)c1=O | ? | 4.9%[10.9 µM] | -19.4% | -4.3%
CC(C(=O)N1CCC2(CC1)OCCO2)C1Sc2ccccc2NC1=O (stereo not drawn) | -1.0% | -9.9% | -9.0% | -6.1%
CN(C)C=C1C(=O)N(C2CCCCC2)C(=O)N(C2CCCCC2)C1=O | ? | 1.7% | 6.6% | -1.4%
C=C(C)[C@H]1C2C(=O)O[C@H]1[C@H]1OC(=O)[C@@]34O[C@@H]3C[C@]2(O)[C@@]14C | · | 5.9% | 4.9% | -3.3%
O=C(Cc1ccccc1)N1CCN(C/C=C/c2ccccc2)CC1 | 2.5% | -19.6% | -12.8% | 0.0%
Nc1cc(Cl)cc(C(=O)O)c1Cl | 2.4% | 0.9% | -3.3% | 0.6%[1.84 µM]
COc1ccc(N2C(=O)CC(N3CC=C(c4ccccc4)CC3)C2=O)cc1 (stereo not drawn) | 6.2% | -20.6% | 3.3% | -9.3%
CN1C[C@@H](CS(=O)(=O)N(C)C)C[C@H]2c3cccc4c3c(cn4C)C[C@@H]21 | -2.4% | · | -8.3% | -4.0%
Cc1ccc(NC(=O)Cn2cc(C(=O)c3ccccc3)c3ccccc32)c(C)c1 | 1.5% | -11.0%[10.9 µM] | -6.2% | 16.2%
Cc1cc(-n2c(/C=C/c3cccs3)nc3ccccc3c2=O)ccc1Br | -3.4% | -15.9%[10.9 µM] | -3.0% | 13.3%
CC(C)C12CN3CCN(CC(C3)C1O)C2 (stereo not drawn) | -1.1% | -3.3% | 6.5% | 2.1%
c1ccc2[nH]c(CCNC3CCCCC3)nc2c1 | 5.8% | -9.4% | -3.6% | 3.3%
CCc1cc2c(s1)NC(=O)CN=C2c1cccs1 | 2.7% | -4.8% | 3.7% | -6.4%
COc1ccc2c(c1O)-c1cccc3c1[C@H](C2)N(C)CC3 | -0.1% | · | -3.5% | -10.4%
CCOC(=O)C1C2NC(=O)N(Cc3ccccc3)C1(C)Oc1c(OC)cccc12 (stereo not drawn) | -0.8% | -4.3% | -7.2% | 8.0%
Cc1ccc(N(C)C(=O)Oc2cccc3cccnc23)cc1 | -1.9% | 4.0% | -2.1% | 6.4%
CCOC(=O)CC(SP(=S)(OC)OC)C(=O)OCC (stereo not drawn) | 0.9% | 1.7% | -5.9% | -4.7%[1.84 µM]
O=C(CCCOc1ccc(Cl)cc1Cl)N1CCC2(CC1)OCCO2 | -1.5% | -7.7% | -4.9% | -4.7%
CSc1nnc([C@@H](N)Cc2ccccc2)o1 | -1.6% | -0.2% | 14.3% | 3.3%
c1cncc(C2CCCCN2)c1 (stereo not drawn) | · | -17.3% | 3.6% | -9.1%
Cc1nn(Cc2ccccc2)c(Cl)c1C(=O)NC1CCCc2ccccc21 (stereo not drawn) | · | · | 6.5% | 25.5%
COc1ccccc1N(CC(=O)NC1CCCC1)C(=O)c1cnn(C(C)C)c1 | · | · | -4.0% | ?
CCn1c(=O)cc(OCC(=O)N2CCN(Cc3ccc4c(c3)OCO4)CC2)c2ccccc21 | 2.5% | -31.7%[inhibitor] | -19.9% | 5.7%
